# Bioassay records from PubChem BioAssay.
# XIAP antagonists = XIAP antagonists, biochemical, IAP family, fluorescence polarization (AID 1018); E3 ubiquitin-protein ligase XIAP (Homo sapiens); XIAP BIR domain, fluorescence polarization peptide displacement; higher % means a stronger effect; displacement, % at 20 µM; hits with a dose series show IC50 in µM; actives 0.007% (n = 200,000); in the data active means displacement above about 50%; further: a part of the inactive calls stands beside numbers as strong as those of hits
# ER stress rescue = rescue of cells from ER stress-induced death, primary screen, 384-well, CSM14.1, thapsigargin, ATP luminescence (AID 1222) | cellular ATP content (survival), % at 20 µM, or EC50 in µM where a hit was titrated | CSM14.1 thapsigargin-induced death rescue, ATP luminescence; higher % means a stronger effect | 190,000 tested, under 10 active;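 active means EC50 below 50 µM in the dose-response confirmation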;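 further: death triggered by thapsigargin at about 15 µM added after 2 h compound pretreatment; cell ATP read after overnight thapsigargin exposure of roughly 18 to 22 hours; normalized against plate controls of thapsigargin alone and 5% DMSO vehicle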
# Dynein transport = inhibitors of GR-EGFP nuclear translocation, primary screen, dynein cargo transport inhibitor project, imaging, high-content, 3617.4 mouse cells | z-score, hits read low | test concentration mostly 20 µM; stimulated with dexamethasone, 1 µM; hits give low values | actives 0.47% (n = 220,000);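 active means plate z-score of nuclear minus cytoplasmic receptor signal below a set negative limit, without overly bright fluorescence or cell loss, cut at about -3.5 in these data, passing the limit was not always enough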;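 further: z-score of nuclear minus cytoplasmic ring GR-EGFP intensity difference per well; some compounds called inactive have numbers as strong as hits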
#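 Also added – dexamethasone, 1.0 µM final · Buffer or medium – tet-free, stripped-serum medium · Schedule – induction 48 h, compound 1 h, agonist 30 min · Detection – formaldehyde fixation, Hoechst nuclear stain, 10x automated fluorescence imaging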
# Autophagy mod = autophagy modulators in MEF cells, primary screen, imaging, high-content, MEF GFP-LC3. actives 0.98% (n = 190,000). calls only at 10 µM (by protocol). AID 463193, 2010. MEF GFP-LC3 puncta imaging; test concentration mostly 10 µM;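 active means percentage of spot-positive cells more than 3 SD above its plate mean, without a fluorescence outlier flag or 80% toxicity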;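 further: spot-positive cell cutoff set from DMSO-treated cells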
# WT yeast gro inh = growth inhibition of WT strain, primary screen, mitochondrial fusion inhibitor project, WT and mutant strains, chemical genetic; mitochondrial fusion phenotypic screen; inhibition, % at 10 µM; actives 2.1% (n = 190,000); in the data active means inhibition above about 58%; tested in S. cerevisiae
# MT stabilize HCS = microtubule stabilizers in HeLa cells, primary screen, imaging, high-content imaging; HeLa tubulin immunostaining HCS, 24 h; share of cells brighter than vehicle mean+2SD; % tubulin-high responders, % at 10 µM; actives 0.83% (n = 200,000);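 active means plate Z-score above 3 for both tubulin-high and condensed-nucleus cell shares, with cell loss under 80%, at 10 µM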;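 further: anti alpha tubulin signal scored within the nucleus-defined area of each cell; some results filed as inactive read as strong as hits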
# Insulin prom up = insulin promoter activators in MIN6 cells, imaging, high-content screening, mouse beta cells; AID 1625, 2009; actives 0.3% (n = 190,000); MIN6 insulin promoter-GFP reporter; hits give high values; z-score at 5 µM;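 active means z-score above 3 at 5 µM with at least 500 cells counted in the well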
# Lipid droplet = inhibitors of hepatocyte lipid droplet formation, primary screen, imaging, high-throughput imaging, BODIPY stain; inhibition, % at 6.5 µM; actives 0.4% (n = 240,000); AML12 mouse hepatocytes, oleate lipid droplets; AID 1656, 2009;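 active means lipid droplet intensity inhibited by at least 50%, with more than 500 cells counted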
#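 System: AML12 hepatocytes (mouse). Probe or stimulus: oleic acid at 100 µM to induce lipid droplet formation. Times: overnight treatment with compound plus oleate. Detection: Image-based BODIPY and DAPI two-channel analysis. Evaluation: percent inhibition of filter-corrected integrated lipid droplet intensity per well.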
# bCat nuc transl = modulators of beta-catenin nuclear translocation, primary screen, imaging, HeLa cells, immunofluorescence, high-content; nuclear translocation activity, % at 5 µM; actives 0.3% (n = 190,000); AID 1665, 2009;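 active means nuclear translocation activity above 50% at 5 µM, with a well cell count of 50 or more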;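 further: per-cell ratio of nuclear to cytoplasmic median beta-catenin stain intensity; plate controls were DMSO negative control for no effect and GSK-3 inhibitor IX positive control for full effect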
#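 test system = HeLa cells, endogenous beta-catenin | dosing = single 5 µM dose plus 0.02–20 µM confirmation series | times = compound treatment 24 h, 37°C, 5% CO2 | technique = beta-catenin immunofluorescence imaging with DAPI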
# WT yeast gro inh mutant strain = also measured in WT yeast gro inh; calls as there; inhibition, %; mitochondrial fusion phenotypic screen, mutant strain inhibition
# Dynein transport cytoplasmic EGFP = also measured in Dynein transport; calls as there; z-score; measured here: cytoplasmic GR-EGFP intensity; hits give high values
# Dynein transport nuclear GR-EGFP = second read-out of Dynein transport, no call of its own (marks repeat the call); z-score; measured here: nuclear GR-EGFP intensity;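 lower value marks the stronger effect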
# Dynein transport cell count = also measured in Dynein transport; calls as there; z-score; measured here: cell count per field
# Insulin prom up cell count = further read-out of Insulin prom up, marked with its call; cell count; measured here: cytotoxicity, nuclei count;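 total cells summed across four imaged fields per well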
# Lipid droplet cells 6.5 µM = second read-out of Lipid droplet, no call of its own (marks repeat the call); cell count; measured here: cell count, cytotoxicity flag;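 cells counted across two imaged fields per well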
# bCat nuc transl cell count 5 µM = recorded beside bCat nuc transl, whose call it bears; cell count; measured here: cell count, cytotoxicity flag
# MT stabilize HCS Hoechst-high % = recorded beside MT stabilize HCS, whose call it bears; % Hoechst-high responders; measured here: nuclear condensation Hoechst responders;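 share of cells brighter than vehicle mean plus two SD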
# MT stabilize HCS cytotoxicity % = recorded beside MT stabilize HCS, whose call it bears; toxicity, %; measured here: cytotoxicity by cell density;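 0% = mean cell density of plate MIN control wells and 100% = no cells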
# Autophagy mod cell loss 18 h = further read-out of Autophagy mod, marked with its call; toxicity, %; measured here: cell loss, nuclei count;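 cell loss after 18 h compound exposure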
# The depositor's hits bear a star; i = inactive; . = not tested or not shown.
SMILES,XIAP antagonists,ER stress rescue,Dynein transport,Dynein transport cytoplasmic EGFP,Dynein transport nuclear GR-EGFP,Dynein transport cell count,Autophagy mod,Autophagy mod cell loss 18 h,WT yeast gro inh,WT yeast gro inh mutant strain,MT stabilize HCS,MT stabilize HCS Hoechst-high %,MT stabilize HCS cytotoxicity %,Insulin prom up,Insulin prom up cell count,Lipid droplet,Lipid droplet cells 6.5 µM,bCat nuc transl,bCat nuc transl cell count 5 µM
NC(=O)c1cccnc1Nc1cccc(F)c1,2.2%,1.2%,-0.24,-0.17,-0.21,-0.019,i,-14,-6,-13,1.6,4.0,9.2,-0.64,1312,18,733,0.2,520
O=C(N/N=C/c1c[nH]c2ccccc12)C1CC1c1ccccc1 (stereo not drawn),1.9%,0.6%,-0.86,-0.23,-0.23,0.13,i,10,12,8,2.5,2.0,6.9,-0.12,1443,-25,625,-2.4,1088
Cc1ccc(S(=O)(=O)N2CCCCC2)cc1NC(=O)CSc1ccc2c(c1)OCCO2,-6.4%,-1.8%,0.42,-0.26,0.032,1.1,i,12,-14,-12,3.9,1.7,9.2,-0.01,1552,-16,487,-0.9,1108
CCOC(=O)CCC(=O)NCc1ccc2[nH]c(C)cc2c1,0.9%,4.6%,0.25,-0.25,0.85,2.3,i,-3,1,7,2.5,1.1,10,.,.,-10,706,-1.4,525
CCCc1nc(SCc2cccnc2)c2c(=O)n(C)c(=O)n(C)c2n1,-13%,.,-0.29,-0.028,0.18,-1,.,.,9,24,4.5,2.6,5.8,-0.58,1745,-14,588,1.1,1077
CCOc1ccccc1N(C(=O)c1ccccc1Cl)C1=NC(C)(C)CS1,-4.7%,-1.6%,-0.87,-0.33,0.18,0.94,i,0,20,23,5.6,2.4,5.2,-0.8,1260,0,702,-1.0,1093
COc1cccc(C(=O)CN2CCN(S(=O)(=O)c3cccc([N+](=O)[O-])c3)CC2)c1,-3.6%,0.3%,1,-0.1,0.64,-1.9,i,-5,7,12,2.8,4.2,3.5,-0.27,1422,10,668,1.6,1100
O=C(O)CCCNS(=O)(=O)Cc1ccccc1,-7.1%,0.0%,0.63,-0.33,0.25,-0.51,i,-1,14,12,2.0,3.2,2.5,-0.01,1245,-9,600,1.8,479
COc1ccc(C(=O)NCc2c(CC(C)C)oc(C)c2C(=O)O)cc1,-2.9%,0.5%,0.68,-0.043,-0.23,-1.3,i,-2,-18,-9,3.7,1.7,6.1,0.06,1811,-9,686,-0.9,1123
CC(=O)c1sc(-c2ccccc2)nc1C,-6.4%,-1.0%,2.5,-0.015,1.3,-1.5,i,14,8,6,3.9,1.2,4.7,-0.16,1537,3,680,-5.0,1018
O=C(CN1CCCCCCC1)N/N=C/c1ccc(F)c(F)c1,-3.7%,-2.0%,0.28,-0.22,0.27,0.31,i,27,10,17,4.0,1.2,0.9,0.34,1333,-7,627,.,.
COc1ccc2nc(NC(=S)N(C)C)sc2c1,-6.2%,3.0%,-0.7,-0.26,-0.38,1,i,2,56,55,3.8,2.4,5.0,-0.02,707,14,782,-2.8,1087
C/C(=N\NC(=O)CC(C)C)c1ccc(Cl)c(Cl)c1,-4.0%,-1.4%,0.47,-0.2,0.76,-0.25,i,3,0,35,2.4,1.7,1.8,0.43,1645,.,.,1.3,1384
COC(=O)c1ccc(/C=C/c2ccc3cccc(OC(C)=O)c3n2)cc1,-4.5%,-5.3%,0.7,-0.084,0.3,-0.85,i,2,-2,-11,3.5,2.6,1.7,1.5,1573,-2,694,-0.1,1074
Cc1ccc(Oc2ncccc2/C=N/OCc2ccc(Cl)c(Cl)c2)cc1,-3.6%,-1.9%,-0.048,-0.16,-0.21,0.92,i,2,13,6,2.0,1.5,9.2,-0.25,1566,.,.,-6.5,1362
Cc1c(Br)c([N+](=O)[O-])nn1CC(=O)NCc1ccccc1,-7.9%,0.4%,-0.62,0.16,0.37,0.15,i,1,14,21,2.9,2.0,14,-0.52,1445,8,670,0.3,975
C/C(=N\Nc1nc(C)cc(=O)[nH]1)C1CC1,-10%,5.9%,1.4,-0.19,0.37,-0.037,i,34,4,16,5.2,1.9,5.0,1.7,1570,4,611,0.6,1084
COc1ccc(-c2nc3ccccc3c(=O)n2CCOc2c(C)cccc2C)cc1,-3.0%,-0.4%,-0.8,-0.27,-0.6,0.61,i,-3,-13,-14,2.4,2.3,0.0,-0.02,1243,-8,628,0.2,1032
Cn1c(Cn2nnc3ccccc32)nnc1SCC(=O)c1ccccc1F,-2.4%,0.3%,-0.11,-0.33,0.11,0.16,i,-15,4,14,2.0,1.4,5.5,0.37,835,0,731,-1.4,1137
CCOC(=O)Cn1nnc(-c2cccc(OC)c2)n1,-1.8%,-2.0%,-0.37,-0.19,-0.0059,0.31,i,1,1,7,2.8,2.1,9.4,-0.53,1340,.,.,-6.4,976
CCN(CC)C(=O)C12CC3CC(CC(Br)(C3)C1)C2,-0.9%,-0.3%,-0.15,-0.27,0.042,0.77,i,-23,-6,1,3.4,1.6,0.7,-0.31,984,-13,673,-0.2,1045
COc1cc(NC(=O)CSc2nc3cc(C)ccc3cc2C)c(C(=O)O)cc1OC,-13%,-0.8%,-0.11,-0.26,-0.18,0.55,i,7,-21,-3,2.9,2.6,9.1,1.4,1396,-4,580,.,.
O=C(CSCCO)Nc1ccc([N+](=O)[O-])cc1,-3.0%,-0.9%,0.11,-0.32,0.27,0.66,i,-1,-10,6,4.6,2.4,5.9,-0.38,1482,0,682,-0.2,1522
S=C(NCCc1ccccc1)N1CCc2ccccc2C1,-2.0%,1.3%,0.88,-0.024,0.99,-1.3,i,20,71*,61*,6.8,0.8,10,-0.05,1674,10,642,2.7,920

# Grouped by structure, the compounds so far containing a Cl atom.
SMILES,XIAP antagonists,ER stress rescue,Dynein transport,Dynein transport cytoplasmic EGFP,Dynein transport nuclear GR-EGFP,Dynein transport cell count,Autophagy mod,Autophagy mod cell loss 18 h,WT yeast gro inh,WT yeast gro inh mutant strain,MT stabilize HCS,MT stabilize HCS Hoechst-high %,MT stabilize HCS cytotoxicity %,Insulin prom up,Insulin prom up cell count,Lipid droplet,Lipid droplet cells 6.5 µM,bCat nuc transl,bCat nuc transl cell count 5 µM
CCOc1ccccc1N(C(=O)c1ccccc1Cl)C1=NC(C)(C)CS1,-4.7%,-1.6%,-0.87,-0.33,0.18,0.94,i,0,20,23,5.6,2.4,5.2,-0.8,1260,0,702,-1.0,1093
C/C(=N\NC(=O)CC(C)C)c1ccc(Cl)c(Cl)c1,-4.0%,-1.4%,0.47,-0.2,0.76,-0.25,i,3,0,35,2.4,1.7,1.8,0.43,1645,.,.,1.3,1384
Cc1ccc(Oc2ncccc2/C=N/OCc2ccc(Cl)c(Cl)c2)cc1,-3.6%,-1.9%,-0.048,-0.16,-0.21,0.92,i,2,13,6,2.0,1.5,9.2,-0.25,1566,.,.,-6.5,1362

# (more compounds)
SMILES,XIAP antagonists,ER stress rescue,Dynein transport,Dynein transport cytoplasmic EGFP,Dynein transport nuclear GR-EGFP,Dynein transport cell count,Autophagy mod,Autophagy mod cell loss 18 h,WT yeast gro inh,WT yeast gro inh mutant strain,MT stabilize HCS,MT stabilize HCS Hoechst-high %,MT stabilize HCS cytotoxicity %,Insulin prom up,Insulin prom up cell count,Lipid droplet,Lipid droplet cells 6.5 µM,bCat nuc transl,bCat nuc transl cell count 5 µM
CCS(=O)(=O)N1CCN(C(=O)c2ccc(-c3ccccc3)cc2)CC1,-0.6%,0.4%,0.65,-0.27,0.78,-1.2,i,-7,.,.,5.0,2.7,4.5,-0.78,1224,.,.,0.8,905
COc1cc2c(cc1OC)C(C)N(Cc1ccc3c(c1)OCO3)CC2 (stereo not drawn),-6.7%,-4.3%,-0.6,0.7,-0.086,0.25,i,-2,5,8,3.2,3.1,5.3,0.47,1343,-1,728,0.2,1115
CCn1c(SCC(=O)c2ccc(NC(C)=O)c(OC)c2)nnc1-c1ccc(NS(C)(=O)=O)cc1,-6.0%,-3.4%,0.083,-0.2,0.15,0.22,i,-7,-8,-2,2.9,4.6,6.0,-0.39,1560,19,686,-1.1,1063
COc1ccc(OCCCC(=O)NCc2ccco2)cc1,1.6%,-1.3%,-0.57,-0.15,-0.47,0.23,i,-21,20,70,4.0,2.3,6.5,0.2,1806,-6,614,0.0,1092
CCn1c(O)c(N=NC(=O)CNC(=O)c2ccco2)c2ccccc21,-5.2%,1.5%,0.11,-0.31,-0.063,0.95,i,3,-33,-4,2.4,3.0,6.8,0.11,1586,4,620,-0.6,1134
CCOc1ccc(CN2CCN(CC3=Cc4cccc(OC)c4OC3)CC2CCO)cc1 (stereo not drawn),-3.1%,-1.3%,-0.013,-0.22,-0.12,-0.18,i,-6,6,-1,2.7,3.4,6.2,0.01,1131,-29,466,1.0,1455
CC(=O)Nc1ccc(NC(=O)C(C)OC(=O)/C=C/c2cn(-c3ccccc3)nc2-c2cccnc2)cc1 (stereo not drawn),-4.1%,-2.1%,-0.51,-0.28,0.43,0.27,i,12,8,-1,3.6,2.9,2.8,-0.04,1270,-11,559,-0.5,498
CCOc1ccccc1Nc1cc(C)nc2nnnn12,-6.7%,1.7%,-0.85,-0.16,-0.59,1.4,i,-8,-13,-1,3.4,2.8,4.3,0.82,1392,-13,780,-1.1,1053

# Compounds were not picked by outcome. About 4% of those tested had a hit in this group.
